# RMI-FANCM inh: inhibitors of human RMI core complex binding to FANCM MM2; FP signal (polarization) at 33 µM; 0.58% of 70,000 active; Fluorescence polarization, RMI core complex with F-MM2 peptide; hits give low values; in the data active = FP signal below about 40; also: inactives centre near 61; strong numbers were not always called active; unit not given here
# Active calls of the source: *; & = joins results of further samples; ! = a repeat was not active.
compound	RMI-FANCM inh
CC(C)(C)c1ccc(C(=O)N2CC(=O)Nc3ccccc32)cc1	64
COC(=O)Cn1c(=NC(=O)Cc2cccc3ccccc23)sc2cc(OC)ccc21	77
N#Cc1ccc(OCc2ccc(Cl)cc2)cc1	54
O=C(CSc1nc2[nH]ncc2c(=O)n1-c1ccccc1)Nc1nsc(-c2ccc(Cl)cc2)n1	72
N#CCn1nc2n(c(=O)c1=O)CCN2c1ccccc1	56
O=c1c(=NO)c(=O)c2ccccc12	54
CC(C)(C)C(=O)Nc1ccc2scnc2c1	55
O=C(Nc1ccc(N2CCCCS2(=O)=O)cc1)c1cc(Cl)ccc1Cl	53
Cc1ccc(/C=c2\sc3nc(=O)c(C)nn3c2=O)o1	70
CC(=O)NCCNC(=O)CCc1nc2sc3c(c2c(=O)[nH]1)CCC(C)C3 (centres undefined)	66
Cc1cc(C(=O)CSc2nnc(-c3ccccc3)o2)c(C)n1-c1ccc(F)cc1	62
COc1nc(N)nc(OC)n1	55
NCC(O)COc1ccc2c(c1)OCO2 (centres undefined)	66
O=C1CSC(c2cccnc2)N1c1ccccc1 (centres undefined)	56
CSc1ccc(C(F)(F)F)cc1NC=C(C#N)C#N	53
COc1ccc(C)cc1NC(=O)NCCNC(=O)c1ccc(NC(=O)C2CCCC2)cc1	112
Cc1ccc(S(=O)(=O)N2CCCC(c3nnc(Cc4ccc(F)cc4)o3)C2)cc1C (centres undefined)	62
O=C(NCCn1ncc2c(N3CCCC3)ncnc21)C12CC3CC(CC(C3)C1)C2	65
Cc1nnc(SCC(=O)Nc2ccccc2F)s1	69
O=C1CCCN1CN(C(=O)c1ccc(-c2ccccc2)cc1)c1nccs1	61
CC(C)C(=O)N1CCc2ccc(NC(=O)c3ccc(Cl)c(Cl)c3)cc2C1	65
CNC(=S)NNC(=O)Cn1ccc(C(F)(F)F)cc1=O	49
Cc1ccc(-n2ncc(C#N)c2N)c(C)c1	56
CCOC(=O)c1c(C)csc1NC(=O)/C(C#N)=C/c1ccc(O)cc1	63
CCOC(=O)CC1=NC(=O)CS1	50&47
CN(c1ccc([N+](=O)[O-])cc1Cl)C1CCCCC1	63
CCOC(=O)Cn1c(=NC(=O)c2coc3ccccc3c2=O)sc2cc([N+](=O)[O-])ccc21	86
CN(C)S(=O)(=O)c1ccc(C(=O)NCc2cc(-c3cccs3)on2)cc1	56
CCOc1nn(CC)cc1C(=O)NCc1ccc(F)cc1	54
C=CCn1c(SCC(=O)Nc2nc(-c3ccccc3)ns2)nc2scc(-c3ccc(C)o3)c2c1=O	74

# Brought forward from above: 7 compounds, followed by the next part.
compound	RMI-FANCM inh
CCOC(=O)c1c(C)csc1NC(=O)/C(C#N)=C/c1ccc(O)cc1	63
CCOC(=O)CC1=NC(=O)CS1	50&47
CN(c1ccc([N+](=O)[O-])cc1Cl)C1CCCCC1	63
CCOC(=O)Cn1c(=NC(=O)c2coc3ccccc3c2=O)sc2cc([N+](=O)[O-])ccc21	86
CN(C)S(=O)(=O)c1ccc(C(=O)NCc2cc(-c3cccs3)on2)cc1	56
CCOc1nn(CC)cc1C(=O)NCc1ccc(F)cc1	54
C=CCn1c(SCC(=O)Nc2nc(-c3ccccc3)ns2)nc2scc(-c3ccc(C)o3)c2c1=O	74
Cc1cccn2c(=O)c3cc(C(=O)Nc4c(C)n(C)n(-c5ccccc5)c4=O)n(C)c3nc12	35
CCOC(=O)C1CCN(C(=O)c2cn(Cc3ccccc3)nc2OCc2ccccc2)CC1	57
O=S(=O)(NCCOc1ccccc1)c1cccc(Cl)c1Cl	59
O=C(Cc1ccc(F)cc1)Nc1nnc(SCC(=O)N2CCN(c3ccccc3)CC2)s1	61
COC(=O)c1sc(C(F)(F)F)c(-c2ccccc2)c1S(=O)(=O)N1CCOCC1	54
CC(C)c1ccc(S(=O)(=O)NCC(c2ccsc2)N2CCc3ccccc3C2)cc1 (centres undefined)	66
CC(=NCc1ccccc1)c1ccccc1O	57
CCOC(=O)N1CCN(C(=O)CSc2nnc(Cc3cc(=O)[nH]c(=O)[nH]3)n2-c2ccccc2)CC1	58
CCCCOc1ccc(C(=O)NCCS(=O)(=O)N2CCN(c3ncccn3)CC2)cc1	76
COc1ccc(S(=O)(=O)NCCNC(=O)c2ccc(NC(=O)C(C)C)cc2)cc1F	65
O=C(c1ccccc1)c1ccccc1Br	63
CN(C)C(CNC(=O)C(=O)NCc1cccs1)c1cccs1 (centres undefined)	51
c1ccc(-c2nc3ccccc3nc2N2CCCCC2)cc1	59
COC(=O)c1cc(=O)c2cc(F)ccc2[nH]1	59
COc1cc(CCN2C(=O)c3cccc4cccc(c34)C2=O)c(S(=O)(=O)NC2CCS(=O)(=O)C2)cc1OC (centres undefined)	58
CC1CCC(OC(=O)C(Br)C23CC4CC(CC(C4)C2)C3)C(C(C)C)C1 (centres undefined)	63
Cc1nccn1C(=O)c1cc2ccccc2oc1=O	57
Cc1nc(-c2cccnc2)sc1-c1ccc(SCc2ccc(Br)cc2)nn1	141
CCc1nnc(NC(=O)CSc2nc3c(c(=O)n2-c2ccccc2)SC(C)C3)s1 (centres undefined)	59
Cc1nc(-c2ccc(S(=O)(=O)Oc3ccc(Cl)cc3Cl)s2)cs1	56
COc1ccccc1NC(=O)CSc1nc2c(sc(=S)n2-c2ccc(Cl)cc2)c(=O)[nH]1	63
Cc1cc(NC(=O)C(=O)NCc2ccc(Cl)cc2)ccc1N1CCCC1=O	54
CCOC(=O)CCSc1cc(-n2cccc2)c(Cl)cc1[N+](=O)[O-]	51
Cc1cc2nnc(SCCC(=O)Nc3ccc(C(C)(C)C)cc3)n2c2ccccc12	74
COc1cccc(S(=O)(=O)NCc2ccc(C(=O)Nc3cccnc3)cc2)c1	75
Cn1c(SCC(=O)Nc2cccc(Br)c2)nc2c(-c3ccccc3)csc2c1=O	67
O=C(NNC(=O)C(F)(F)F)c1cc2sccc2s1	55
Cc1ccc(NC(=O)Cn2cccc(-c3nc(-c4ccccc4)no3)c2=O)cc1C	164
S=C1NCN(CCc2ccccc2)CN1	55
O=C(CCCSc1ccc(NC(=O)c2ccc(F)cc2)nn1)NCc1cccs1	124
O=C(CCN1C(=O)S/C(=C/c2ccc(F)cc2)C1=O)Nc1ccc(C(=O)O)c(O)c1	65
O=C(Oc1cccc2ccccc12)c1ccccc1	62
COC(=O)c1ccc(CSc2nnc(-c3cccc(OC)c3)n2-c2ccccc2)cc1	68
O=C(CSc1ccc(NC(=O)C2CC2)nn1)Nc1ccc(F)c(Cl)c1	101
CNC(=O)C(=O)NCC(c1cccc2ccccc12)N1CCOCC1 (centres undefined)	55
Cc1cccc(-c2nc3n(n2)C(=O)CC(c2ccc(Cl)c(Cl)c2)S3)c1 (centres undefined)	61
CC(C(=O)Nc1ccccn1)c1ccccc1 (centres undefined)	68
CCCc1cc(=O)[nH]c(SCc2cc(OC)cc(OC)c2)n1	53
O=C(Nc1ccc(F)cc1)C1CC(=O)N(Cc2ccco2)C1 (centres undefined)	44
COC(=O)c1c(C)nc(C)c(C(=O)OC)c1-c1ccccc1[N+](=O)[O-]	61
Cc1c(C)n(CC(O)CNc2ccc(Br)cc2)c2ccccc12 (centres undefined)	63
Cc1ccc(CCC(=O)NC2CCc3ccccc3C2)o1 (centres undefined)	58
CC1=C(/C=C/C(C)=C/C=C/C(C)=C/C=C/C=C(C)/C=C/C=C(C)/C=C/[C@@]23O[C@]2(C)C[C@@H](O)CC3(C)C)C(C)(C)C[C@H](O)C1	59
CCOC(=O)c1cc(C#N)c(C)nc1N1CCN(S(=O)(=O)c2ccc(Cl)cc2)CC1	52
C=C(C)c1cccc(C(C)(C)NC(=O)CC(C)=O)c1	53
CCn1nc(C(=O)Nc2nc3c(C(C)C)cccc3s2)cc1C	65
Cc1ccc(Cl)c2sc(NCc3cccnc3)nc12	66
OC(COc1ccc2c(c1)CCC2)Cn1cnc2ccccc21 (centres undefined)	61
CC(C)(C)C(=O)Nc1sc2c(c1C(=O)O)CCCC2	57
Cc1ccc(-c2cc3c(=O)n(CC(=O)NCCc4ccccc4)ncn3n2)cc1C	116
CN1CCN(Cc2ccc(NC(=O)Nc3ccc(F)cc3)cc2)CC1	63
O=C(Cn1nnc2ccccc21)NCCSCc1ccco1	62
O=C(CC1Nc2cccc3cccc(c23)NC1=O)Nc1ccccc1 (centres undefined)	48
Cc1onc(-c2ccccc2)c1C(=O)ON=C(Cc1ccccc1)Cc1ccccc1	57
CN(C)c1ccc(NC(=O)C2(c3cccs3)CCCC2)cc1	62
CCS(=O)(=O)Nc1ccc2c(c1)CCC(=O)N2	64
CC(=O)N(c1ccc(NS(=O)(=O)c2ccc3c(c2)CCO3)cn1)S(=O)(=O)c1ccc2c(c1)CCO2	78
CCc1ccc(S(=O)(=O)Nc2ccc3c(c2)N(C(=O)C2CCCC2)CC3)s1	68
COc1ccccc1N1CCN(C(=O)c2cc(C(C)(C)C)oc2C)CC1	56
CCOCCn1c(=NC(=O)c2ccccc2S(C)(=O)=O)sc2cccc(F)c21	62

# Reformatted: results already given
RMI-FANCM inh,SMILES
52,CCOC(=O)c1cc(C#N)c(C)nc1N1CCN(S(=O)(=O)c2ccc(Cl)cc2)CC1
61,OC(COc1ccc2c(c1)CCC2)Cn1cnc2ccccc21 (centres undefined)

# 2 neighbouring compounds already listed, quoted:
compound	RMI-FANCM inh
COc1ccccc1N1CCN(C(=O)c2cc(C(C)(C)C)oc2C)CC1	56
CCOCCn1c(=NC(=O)c2ccccc2S(C)(=O)=O)sc2cccc(F)c21	62

# Later entries:
compound	RMI-FANCM inh
Cc1cc(-c2nc3cccnc3s2)ccc1NC(=O)COc1ccc(Cl)cc1	75
CCOc1cccc(C=Nc2nnc(SC)s2)c1O	61
CCOc1ccc(OCC(=O)NCCn2ncccc2=O)cc1	64
COc1ccc(S(=O)(=O)N2CCCCC2CC(=O)NCc2cccs2)cc1 (centres undefined)	58
C=CCn1c(SCC(=O)c2ccc(F)cc2)nnc1-c1nnc(SCC(=O)c2ccc(F)cc2)n1CC=C	61
O=c1c2nc(N3CCCC3)sc2c(-c2ccco2)nn1Cc1cccc2ccccc12	71
CCOC(=O)c1ccc(NC(=O)CSc2nc3ccccc3[nH]2)cc1	58
Cc1csc2nc(-c3ccc(NC(=O)c4ccc(C(C)(C)C)cc4)cc3)cn12	91
Cc1cccc(Cn2c(SCCN3CCCCC3)nc3c2c(=O)[nH]c(=O)n3C)c1	62
Clc1ccc(-c2ccon2)c(Cl)c1	48
Cn1c(SCC(=O)Nc2ccc(OC(F)(F)F)cc2)nnc1-c1ccc(=O)n(C)c1	64
COc1cccc(C(=O)NCC(c2ccc3c(c2)CCN3C)N2CCOCC2)c1OC (centres undefined)	68
CCOc1ccc(NC(=O)CCCN2C(=O)S/C(=C\C(C)=C\c3ccccc3)C2=O)cc1	55
CCOc1ccc(NC(=O)c2c(O)c3ccccc3n(-c3ccccc3)c2=O)cc1	65
Cc1ccc(NC(=O)Cn2c(=O)n(Cc3ccccc3)c(=O)c3sc4ccccc4c32)cc1C	64
COc1cc(N2CCN(C(=O)Nc3ccc(C)c(F)c3)CC2)nc(C)n1	56
CCOC(=O)C1CCCN(C(=O)CCc2csc3nc(-c4ccc(Cl)cc4)cn23)C1 (centres undefined)	64
O=C(COc1cccc2ccccc12)N1CCN(c2ccc3nnc(C4CC4)n3n2)CC1	65
COc1cccc(NC(=O)Nc2c3ccccc3nc(=O)n2CCc2ccccc2)c1	66
CSc1ccc(C=NS(=O)(=O)c2ccccc2)cc1	61
Cc1ccc(-c2nc(NS(=O)(=O)c3ccc(Cl)cc3)sc2C)cc1	103
Cc1cc(=O)[nH]c(NN)n1	72&61
Cc1nc(N2CCN(c3ccccc3)CC2)c2c3c(sc2n1)CCCC3	73
O=C(O)c1ccc(NC2SC(=O)N(c3ccc(F)cc3)C2=O)cc1 (centres undefined)	62
CN1C(=O)C(C)(C)COc2ccc(NC(=O)C34CC5CC(CC(C5)C3)C4)cc21	64
Nc1ccccc1SCc1nc(-c2ccc(Cl)cc2)no1	56
O=C(NCC1CCN(Cc2ccccc2)CC1)C(=O)Nc1ccc2c(c1)OCO2	71
O=C(COC(=O)c1cc2cc(Br)ccc2oc1=O)c1ccc([N+](=O)[O-])cc1	72
Cc1cc(C)n(CC(O)Cn2c3c(c4cccc(Cl)c42)CCCC3)n1 (centres undefined)	60
S=C(Nc1ccc2c(c1)OCCO2)Nc1ccc2[nH]ccc2c1	53
CC(C)Sc1ccc(CC(=O)O)cc1	72
Oc1cccc2ccc(N3CCN(c4ccccc4)CC3)nc12	56
CC1(C)COc2ccc(NC(=O)COc3ccc(Cl)cc3Cl)cc2NC1=O	70
CCC(C)(C)C1CCc2oc3c(cc(NS(=O)(=O)c4cccc([N+](=O)[O-])c4)c4ccccc43)c2C1 (centres undefined)	32*!
CC(C)(C)Sc1ccc2nn(CC(=O)Nc3ccc(Br)cc3)c(=O)n2n1	67
COc1ccc(S(=O)(=O)Nc2ccc3c(c2)CCCN3C(=O)C(C)C)cc1F	74
O=C(Nc1ccc(SCC(=O)N2CCN(c3ccccc3)CC2)nn1)c1ccco1	70
COc1ccc(Cl)c2sc(N(CCN(C)C)C(=O)c3cc(C)no3)nc12	80
CCCN1CCc2c(sc(NC(=O)c3cc(C)nn3C)c2C(N)=O)C1	41
CS(=O)(=O)c1ccc(C(=O)Nc2nnc(CS(=O)(=O)c3ccccc3)o2)cc1	54
COc1ccc(-c2ccc(=O)n(CCNC(=O)Nc3cccs3)n2)cc1	69
CS(=O)(=O)N1CCC(C(=O)Nc2nnc(-c3ccc4c(c3)OCCO4)o2)CC1	62
O=C(O)CCCc1c(-c2ccccn2)[nH]c2ccc(Br)cc12	57

# Bioassay records: PubChem BioAssay, Small Molecule Screening Facility, UW Madison

# This is a subset (hit frequency here may not be typical).
